# GRK2 inh – human GRK2 inhibition via aptamer displacement | P25098 | bead flow cytometry, FAM-aptamer displacement from GRK2 | inhibition of aptamer binding, % at 10 µM | 330,000 compounds, 0.59% hits | AID 488847;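 active means inhibition of aptamer binding above 40%, roughly 3 SD of noise, on plates passing a quality check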;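 further: median bead fluorescence of bound FAM aptamer so fluorescent compounds give negative values; no value below 0 was filed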
# MCL1-BIM inh – disrupts human MCL1 binding to BIM-BH3 peptide; Q07820; GST-MCL1 / FITC-Bim-BH3 fluorescence polarization; inhibition, % at 10.9 µM; 320,000 compounds, 0.68% hits; AID 2057;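 active means inhibition above the mean inhibition of all tested compounds plus 3 SD, set per campaign, cut at about 40% in these data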;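 further: 0% = DMSO wells and 100% = unlabeled Bim-BH3 peptide control; higher means more loss of mP so more displacement of Bim peptide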
# Target sequence (Q07820 whole entry, looked up): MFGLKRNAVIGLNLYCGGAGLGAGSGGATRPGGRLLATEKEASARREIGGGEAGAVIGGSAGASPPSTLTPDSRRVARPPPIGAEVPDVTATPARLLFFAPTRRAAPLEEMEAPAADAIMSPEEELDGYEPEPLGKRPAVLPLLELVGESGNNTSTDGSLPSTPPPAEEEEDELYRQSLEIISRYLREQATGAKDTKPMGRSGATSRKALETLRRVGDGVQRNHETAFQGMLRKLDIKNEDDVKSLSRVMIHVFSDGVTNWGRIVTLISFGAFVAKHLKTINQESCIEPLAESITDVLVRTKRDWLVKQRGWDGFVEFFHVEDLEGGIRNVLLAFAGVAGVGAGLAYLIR
# CIT2-GFP yeast – yeast TOR pathway CIT2-GFP modulation | S. cerevisiae CIT2-GFP strain, flow cytometry, 3 h; 100 means same as DMSO wells | GFP response vs DMSO, % at 10 µM | 320,000 compounds, 0.065% hits | AID 2029;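 active means GFP response relative to DMSO above a set limit, near the screen mean plus 3 SD, cut at about 150% in these data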;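 further: ratio of well median GFP fluorescence to mean of DMSO wells on the plate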
# MEX-5 binding – C. elegans MEX-5 TCR-2 RNA binding activity | MEX-5/FITC-TCR2 RNA binding, fluorescence polarization; active compounds read low | 300,000 compounds, 0.38% hits | Q9XUB2 | activity score (negative = inhibition of binding), % at 10 µM | AID 1832;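 active means inhibition past about -25% in most replicates, and total fluorescence under double the plate's negative control median, limit read from the data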;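 further: 0% = DMSO and -100% = 5 µM competing unlabeled TCR2 RNA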
# Target sequence (Q9XUB2 whole entry, looked up): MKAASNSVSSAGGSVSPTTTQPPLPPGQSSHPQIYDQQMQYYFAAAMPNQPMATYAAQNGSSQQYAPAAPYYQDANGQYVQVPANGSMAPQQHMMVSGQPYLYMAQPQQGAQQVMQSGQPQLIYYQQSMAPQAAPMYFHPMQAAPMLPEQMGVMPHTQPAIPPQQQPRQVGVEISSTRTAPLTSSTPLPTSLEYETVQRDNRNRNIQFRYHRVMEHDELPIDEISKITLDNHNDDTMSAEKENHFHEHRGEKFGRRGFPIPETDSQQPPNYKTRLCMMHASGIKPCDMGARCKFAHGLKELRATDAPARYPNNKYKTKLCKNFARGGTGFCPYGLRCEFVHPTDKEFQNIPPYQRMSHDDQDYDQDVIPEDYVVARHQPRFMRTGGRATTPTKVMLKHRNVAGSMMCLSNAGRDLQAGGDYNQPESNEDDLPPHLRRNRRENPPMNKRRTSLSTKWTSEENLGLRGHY
# CR mimetic SO – caloric restriction mimetics inhibiting age-related superoxide in yeast; 330,000 compounds, 0.18% hits; S. cerevisiae aged cells, superoxide DHE fluorescence; active compounds read low; superoxide response (% of plate mean), % at 10 µM;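 active means superoxide response under a set limit, about three screen SD below normal, cut at about 65% in these data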;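 further: yeast aged for seven days with compound at 30 °C before DHE staining; 100% = average MFI of all compound-treated wells on the plate with controls excluded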
# GLD-1 RNA inh – GLD-1-TGE RNA interaction inhibition (C. elegans); Q17339; purified GLD-1 + fluorescein TGE RNA, fluorescence polarization; inhibition, % at 5.96 µM; 320,000 compounds, 0.44% hits; AID 2280;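 active means percent inhibition above a per-plate cutoff, the plate mean of test compounds plus 3 SD, cut at about 30% in these data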;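 further: 0% = DMSO wells with GLD-1 and probe and 100% = wells lacking GLD-1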
# AGP1-GFP MLPCN – yeast TOR pathway AGP1-GFP modulation; 320,000 compounds, 0.02% hits; GFP response vs DMSO, % at 10 µM; AID 2066; S. cerevisiae AGP1-GFP multiplex flow cytometry, 3 h; GFP as percent of DMSO wells;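 active means GFP response relative to DMSO above a set limit, near screen average plus 3 SD, cut at about 150% in these data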;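 further: median GFP channel fluorescence of the gated AGP1 strain per well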
# BCLXL inh – inhibitors of human Bcl-xL. Q07817. GST-Bcl-xL / FITC-Bim BH3 peptide fluorescence polarization. inhibition, % at 10.9 µM. 320,000 compounds, 0.7% hits. AID 2129;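 active means inhibition above the mean of all tested compounds plus 3 SD, cutoff set per campaign, cut at about 30% in these data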;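 further: 0% = DMSO wells and 100% = unlabeled Bim-BH3 peptide competitor; inhibitors lower millipolarization by displacing the labeled peptide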
# Target sequence (Q07817 whole entry, looked up): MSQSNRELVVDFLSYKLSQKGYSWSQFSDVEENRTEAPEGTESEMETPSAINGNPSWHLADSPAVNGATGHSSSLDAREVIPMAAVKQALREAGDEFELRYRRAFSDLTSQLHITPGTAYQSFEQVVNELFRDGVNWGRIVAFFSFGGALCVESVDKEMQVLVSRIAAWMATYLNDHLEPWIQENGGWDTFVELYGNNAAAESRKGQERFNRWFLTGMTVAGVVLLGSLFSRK
# VLA-4 inh – inhibition in a human VLA-4 binding assay | P13612 | VLA-4 expressing cells, ligand binding flow cytometry | inhibition, % (about 7 µM as worked out from the volumes in the protocol) | 330,000 compounds, 0.2% hits | AID 2557; in the data active means inhibition above about 50%
# * hit, by the source's call; . = not tested or not shown.
cpd	Compound	GRK2 inh	MCL1-BIM inh	CIT2-GFP yeast	MEX-5 binding	CR mimetic SO	GLD-1 RNA inh	AGP1-GFP MLPCN	BCLXL inh	VLA-4 inh
1	O=C(c1cccc(C(F)(F)F)c1)C1CCCN(C(=O)/C=C/c2cnc[nH]2)C1 (centres undefined)	1	.	94	0.9	87	.	95	.	1
2	O=C(C[C@H]1C/C=C\C[C@H](NC(=O)OCC2c3ccccc3-c3ccccc32)C(=O)OC[C@H]2CCCN2C1=O)NCCO	8	.	101	.	94	8	103	.	-4
3	Clc1ncn(C23CC4CC(CC(C4)C2)C3)n1	2	-1	107	-0.3	105	1	105	1	20
4	COC(=O)Cc1[nH]n(-c2nc3ccccc3s2)c(=O)c1C(C)=Nc1ccc(OC)cc1	0	3	93	-1.0	103	-6	99	8	2
5	COc1ccc(OC)c(C2C(C(=O)c3cccs3)=C(O)C(=O)N2c2cc(C)on2)c1 (centres undefined)	1	-3	.	-3.6	104	-5	101	-1	-6
6	O=C(Nc1ccccc1Cl)c1ccc(COc2ccc3c(c2)CCC3)cc1	4	4	103	1.3	100	-1	97	7	-12
7	Cc1nn(CC(=O)N2CCCCC2)c(=O)c2nn(-c3ccccc3)c(C)c12	0	-1	102	-3.0	90	-2	90	-5	-4
8	O=C(CN1CCN(C/C=C/c2ccccc2)CC1)Nc1ccccc1C(=O)NC1CC1	2	-5	103	0.8	108	-2	107	4	6
9	CC(C)C(=O)Nc1nc2cc3c(cc2s1)OCCO3	0	3	98	-1.4	84	3	106	7	6
10	COc1cccc(CNC(=O)N[C@@H](CC(C)C)C(=O)O)c1	0	-1	88	-0.2	103	2	87	2	17
11	Cc1ccc(CNC(=O)CC2(CC3=NS(=O)(=O)c4ccccc4N3)CCCC2)cc1	0	4	102	1.6	100	0	101	2	46
12	CCOC(=O)Cn1nc(NC(=O)COc2ccc(F)cc2)cc1C	0	3	100	0.0	113	0	93	4	0
13	COc1ccc(CCC(C)NCc2cccc(Br)c2)cc1 (centres undefined)	0	-7	94	1.4	100	6	96	-2	0
14	Cc1cc(C)n2nc(C(=O)OCC(=O)N(C)CC(=O)Nc3ccccc3Cl)nc2n1	0	1	100	0.3	84	5	111	-4	-7
15	CCn1nc(C)cc1C(=O)OCC(=O)c1ccc(Cl)cc1	15	4	101	-1.1	125	3	92	4	4

# Some of these compounds in order of length of the SMILES, low to high.
cpd	Compound	GRK2 inh	MCL1-BIM inh	CIT2-GFP yeast	MEX-5 binding	CR mimetic SO	GLD-1 RNA inh	AGP1-GFP MLPCN	BCLXL inh	VLA-4 inh
3	Clc1ncn(C23CC4CC(CC(C4)C2)C3)n1	2	-1	107	-0.3	105	1	105	1	20
13	COc1ccc(CCC(C)NCc2cccc(Br)c2)cc1 (centres undefined)	0	-7	94	1.4	100	6	96	-2	0
12	CCOC(=O)Cn1nc(NC(=O)COc2ccc(F)cc2)cc1C	0	3	100	0.0	113	0	93	4	0
10	COc1cccc(CNC(=O)N[C@@H](CC(C)C)C(=O)O)c1	0	-1	88	-0.2	103	2	87	2	17
7	Cc1nn(CC(=O)N2CCCCC2)c(=O)c2nn(-c3ccccc3)c(C)c12	0	-1	102	-3.0	90	-2	90	-5	-4
8	O=C(CN1CCN(C/C=C/c2ccccc2)CC1)Nc1ccccc1C(=O)NC1CC1	2	-5	103	0.8	108	-2	107	4	6
1	O=C(c1cccc(C(F)(F)F)c1)C1CCCN(C(=O)/C=C/c2cnc[nH]2)C1 (centres undefined)	1	.	94	0.9	87	.	95	.	1
5	COc1ccc(OC)c(C2C(C(=O)c3cccs3)=C(O)C(=O)N2c2cc(C)on2)c1 (centres undefined)	1	-3	.	-3.6	104	-5	101	-1	-6
2	O=C(C[C@H]1C/C=C\C[C@H](NC(=O)OCC2c3ccccc3-c3ccccc32)C(=O)OC[C@H]2CCCN2C1=O)NCCO	8	.	101	.	94	8	103	.	-4

# (listing goes on)
cpd	Compound	GRK2 inh	MCL1-BIM inh	CIT2-GFP yeast	MEX-5 binding	CR mimetic SO	GLD-1 RNA inh	AGP1-GFP MLPCN	BCLXL inh	VLA-4 inh
16	CCc1ccc(N2C(=O)C3CCCN3C2=S)cc1 (centres undefined)	0	-9	104	1.1	91	2	96	1	6
17	COc1ccc(C2CC(c3cccs3)=NN2C(=O)COC(=O)C2CCCCC2)cc1OC (centres undefined)	2	-2	98	0.5	91	-7	89	-3	-22
18	COCC(=O)N1CCC(n2nnc3cc(F)ccc32)CC1	1	9	99	-2.1	103	12	101	9	13
19	CS(=O)(=O)NCc1ccc(C(=O)NC2CCCCC2)cc1	9	-1	100	1.7	89	-3	100	0	14
20	Cc1cccc(OCc2nnc(SCC(=O)NC3CCCC3)n2C)c1	0	1	96	0.5	101	2	93	2	0
21	COC(=O)c1cc(NS(=O)(=O)c2ccc(N3CCC(C)CC3)c([N+](=O)[O-])c2)cc(C(=O)OC)c1	0	-1	102	0.9	101	7	97	2	14
22	C=CCSc1nnc(CNS(=O)(=O)c2ccc(C)cc2)n1C	0	6	103	-1.6	96	3	104	4	-6
23	CN(C)c1cccc(C(=O)N2CCCC(CCC(=O)NCc3ccccc3F)C2)c1 (centres undefined)	2	3	97	0.9	90	-4	100	6	22
24	O=[N+]([O-])c1ccc(O)c(C=Nc2ccc3nc(-c4ccccc4)[nH]c3c2)c1	0	-41	81	4.1	95	0	98	-21	6
25	COCCn1c(=O)[nH]c(=O)c2cc(C(=O)c3cc(OC)ccc3O)cnc21	1	15	95	-2.5	94	7	97	15	7
26	C/C(=N\NC(=O)c1cccc(C)c1O)c1ccc(NC(=O)Cc2ccccc2)cc1	0	2	98	-0.2	104	4	102	5	2
27	COc1cccc(NC(=O)CN(C)C(=O)/C=C/c2ccc3ccccc3n2)c1	0	-3	92	0.0	112	-2	102	-4	1
28	COc1cc(C[C@@H]2C(=O)OC[C@H]2Cc2ccc(OC)c(OC)c2)ccc1O	1	1	101	.	109	8	101	5	0
29	COc1cccc(OCC(=O)NN=C2c3ccccc3-c3ccccc32)c1	0	-2	94	0.7	95	2	100	0	12
30	CCC(C(=O)O)n1nnc(-c2ccc(-c3ccc(OC)cc3)cc2)n1 (centres undefined)	5	-20	88	2.1	130	-3	92	-10	-6
31	Cc1cc(N=Cc2c(O)ccc3cc(Br)ccc23)no1	5	19	88	-5.5	99	6	84	13	7
32	COCCCNC(=O)[C@H](CSCc1ccccc1)N1Cc2ccccc2C1=O	0	9	88	0.1	92	7	97	4	13
33	COc1ccc(OC)c(NC(=O)CN2C(=O)NC(C)(c3ccc4c(c3)OCCO4)C2=O)c1 (centres undefined)	6	2	95	.	99	7	95	2	-13
34	COC(=O)c1cc(OC)c(OC)cc1N=CC1=C(O)CC(C)(C)CC1=O	2	0	106	3.1	102	6	.	2	42
35	COc1cc([N+](=O)[O-])ccc1NC(=O)COC(=O)c1n[nH]c2ccccc12	6	-3	91	1.1	105	-4	99	4	7
36	CCO[C@@H]1OC(C(N)=O)=C[C@H](C(C)(C)C)[C@H]1CCCO	2	5	85	-1.4	105	1	81	-1	-9
37	NCCCC[C@@H]1NC(=O)c2cc([N+](=O)[O-])cc(F)c2NCCCC[C@@H](C(N)=O)NC(=O)[C@H](CCC(N)=O)NC1=O	0	0	108	-2.5	114	0	88	2	3
38	CCC(C)[C@H](NC(=O)NCc1ccccn1)C(=O)OC (some centres undefined)	0	-8	99	3.1	84	0	101	-2	2
39	O=C(N/N=C/C=C\c1ccccc1[N+](=O)[O-])c1ccncc1	2	4	96	-2.6	90	-4	105	-2	-9
40	CC(C)(C)C(=O)CNCC(=O)C(C)(C)C	1	6	104	0.1	94	3	107	5	3
41	CC1=C(C#N)C(NC(=O)c2ccc(C)cc2)(C(F)(F)F)C(=O)N1 (centres undefined)	1	2	98	2.8	94	5	104	0	4
42	O=C(Nc1ccccn1)c1ccc(-c2ccccc2)cc1	0	3	87	-1.9	85	11	83	2	10
43	COc1ccc(-c2noc(CCC(=O)NCc3cc(Br)ccc3OC)n2)cc1	2	4	92	2.4	112	0	100	6	34
44	c1cnc(NC2C3CC4CC(C3)CC2C4)nc1 (centres undefined)	2	1	89	2.0	108	4	95	0	10
45	O=C(COC(=O)C1=COCCO1)Nc1cccc(Oc2ccccc2)c1	4	-7	91	2.1	102	10	96	-2	10
46	COc1ccc(NC(=O)Nc2c(C)n(C)n(-c3ccccc3)c2=O)c(OC)c1	1	-3	98	-2.5	95	-1	99	4	7
47	CCc1ccc(NC(=S)N2CCCCCCC2)cc1	1	6	91	-0.9	105	-2	96	2	-1
48	Cc1ccccc1Cn1ccc(NC(=O)c2cc3nc(-c4ccco4)cc(C(F)(F)F)n3n2)n1	2	1	109	0.7	111	-4	112	5	-6
49	Cn1cccc1C(=O)NC(=O)COC(=O)c1cc(Cl)ccc1[N+](=O)[O-]	7	6	105	-0.4	106	1	103	4	5
50	CC[C@H](C)[C@@H](CN[C@H](CCCCNC)CNC)NCC1CCCC1	0	7	91	1.9	97	-5	92	9	1
51	CCn1c(=O)c(C(=O)NNC(=O)Cc2ccccc2)c(O)c2ccccc21	0	6	99	-1.4	97	-5	99	2	9
52	Cc1cc(C)c(S(=O)(=O)NCc2cn3c(C)csc3n2)cc1C	0	3	108	2.1	103	-1	111	6	-2
53	CCN(C(=O)c1ccc(=O)n(C)n1)c1c(N)n(Cc2ccccc2)c(=O)[nH]c1=O	0	.	105	.	85	3	98	.	19
54	COc1ccccc1N1CCN(/N=C(\C)c2ccccc2O)CC1	55*	-17	89	1.5	103	0	95	-3	2
55	O=c1cc(CSc2nnnn2-c2ccccc2)nc2scc(-c3ccccc3)n12	2	1	99	0.4	89	3	104	-3	8
56	COC(=O)C(Cc1c[nH]c2ccccc12)NC(=O)CNC(C)=O (centres undefined)	2	0	100	1.2	112	1	102	5	-9
57	COc1ccc(N2CCN(C(=O)CCS(=O)(=O)c3ccc(C)cc3)CC2)cc1	0	5	107	-0.1	98	-3	87	2	2
58	Cc1cc(C)nc(SC(C(=O)O)c2ccccc2)n1 (centres undefined)	1	-4	100	0.9	94	-1	99	0	1
59	Cc1ccc(-c2nc3c(=O)n(-c4ccccc4)c4c(c(=O)n(C)c(=O)n4C)c3o2)cc1	5	4	100	.	98	-2	106	4	10
60	CCN1C(=O)[C@H]2[C@@H](c3ccc(C)cc3)N3C(=O)N(c4cccc(Br)c4)C(=O)[C@@]3(CC)[C@H]2C1=O	2	1	64	1.3	99	3	74	0	10
61	COc1ccc(C(=O)CSc2nc3c(c(=O)n(C)c(=O)n3C)n2C)cc1	2	7	118	-1.6	111	3	108	3	-9
62	Cc1ccccc1NC(=O)C[n+]1cc(-c2ccccc2)n2c1CCC2	0	-6	101	-0.2	102	-4	116	-2	21
63	Cc1cc(C)c2oc(C(=O)Nc3ccc(S(=O)(=O)Nc4nccs4)cc3)cc(=O)c2c1	3	10	104	-1.0	114	6	107	10	1
64	O/N=C1\CCCc2nnc3c(c21)CCCC3	0	4	105	-1.5	98	5	114	9	-17
